Screening results as filed in PubChem BioAssay.
TSG101-PTAP inh = blocks PTAP binding to human TSG101, validation | Q99816 | Fluorescence polarization, FITC-PTAP peptide/Tsg101, 20 min | Potency, µM (top dose mostly 115 µM), inactives show at the highest dose activity change, negative = inhibition, hits mostly inhibitors | 44,000 tested, under 10 active | AID 1347069; note: potency is the fitted concentration of half-maximal effect; 0% is about no effect
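qHTS FP binding, 20 min r.t.: 10 uM Tsg101 domain + 50 nM FITC-PTAP peptide, pH 7.5 HEPES buffer with TCEP and EDTA.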
GALK inhibitor = inhibits human galactokinase. P51570. recombinant GALK, Kinase-Glo ATP luminescence, 1 h. Potency, µM (titrated, usually from 57.5 µM), for the others: top-dose activity, negative = inhibition, most hits filed as inhibitors. 44,000 tested, under 10 active. AID 1347072;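 note: plate controls were full GALK reaction for no effect and reaction lacking GALK for full effect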
Target sequence (P51570 whole entry, looked up): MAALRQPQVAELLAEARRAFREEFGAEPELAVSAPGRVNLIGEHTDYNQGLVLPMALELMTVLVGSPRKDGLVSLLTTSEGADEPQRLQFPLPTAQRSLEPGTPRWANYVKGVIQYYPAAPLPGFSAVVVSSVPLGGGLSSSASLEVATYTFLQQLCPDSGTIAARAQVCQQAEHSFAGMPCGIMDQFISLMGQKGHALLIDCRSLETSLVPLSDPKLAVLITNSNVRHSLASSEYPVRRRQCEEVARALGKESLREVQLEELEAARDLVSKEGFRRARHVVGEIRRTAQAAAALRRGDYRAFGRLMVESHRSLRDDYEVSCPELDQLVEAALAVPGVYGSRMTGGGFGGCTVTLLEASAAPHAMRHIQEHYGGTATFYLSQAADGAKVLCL
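5 nM GALK; 35 uM ATP; 100 uM D-galactose; 20 mM HEPES pH 8.0, 5 mM MgCl2, 60 mM NaCl, 1 mM DTT, 0.01% BSA; 1 h RT; Kinase-Glo Plus luminescence.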
B2AR arrestin ag = agonists recruiting beta-arrestin to human beta2-adrenergic receptor; HTLA Tango cells, beta-arrestin recruitment, luciferase luminescence, 18 h; P07550; 44,000 tested, under 10 active; Potency, µM (series often up to 46.1 µM), without a hit: top-dose activation, hits mostly activators;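 note: potency is the fitted concentration of half-maximal effect; 0% = DMSO and full agonism = EC100 isoproterenol or metaproterenol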
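Ligand-induced beta-arrestin recruitment to recombinant beta2-AR is measured via a tTA-driven luciferase reporter in Tango cells after 18 hr compound exposure at 37 degrees C. Concentrations span up to 46 microM.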
p53null 32C tox = p53 null cell cytotoxicity, permissive temperature; hit rate 0.62% among 55,000; H1299-neo p53 null cells, ATP luminescence, 24 h, 32C; AID 903; Potency, µM (titrated, usually from 46.1 µM), for inactives: at the highest dose activity change, negative = cytotoxicity, hits mostly cytotoxic;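 note: potency is the fitted concentration of half-maximal effect; 0% = DMSO only and -100% = full killing by 100 µM tamoxifen; nearly all actives have a fitted effect of over 55% in size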
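Overnight 37C seeding (600 cells/well) of H1299-neo preceded a 24 hr, 32C exposure to compounds up to 46 uM. ATP levels, read by luminescence after 20 min at RT, indicated surviving cells.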
p53null 39C kill = kills p53 null cells at the nonpermissive temperature; H1299 p53-null (neo) cells, 39C, ATPlite viability, 24 h; Potency, µM (titrated, usually from 46.1 µM), for the others: top-dose activity, negative = cell killing, most hits filed as cytotoxic; hit rate 0.97% among 55,000; AID 904;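 note: potency is the fitted concentration of half-maximal effect; 0% = DMSO only and -100% = full killing by 100 µM tamoxifen; nearly all actives have a fitted effect of over 50% in size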
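Temperature-shift cytotoxicity format: compound titrations on p53-null or A138V-expressing H1299 cells held 24 hr at 39C, cell ATP then measured, AC50 from Hill model.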
FH mod = Identification of activators of human fumarate hydratase by quantitative high-throughput screening. FH coupled MDH/diaphorase resazurin fluorescence, 15 min. AID 1347055, 2019. hit rate 0.22% among 54,000. Fumarate hydratase, mitochondrial (Homo sapiens), P07954. Potency, µM (doses to about 79.9 µM), for the others: at the highest dose activity change, negative = inhibition, usual class: inhibitors; note: potency is the fitted concentration of half-maximal effect; % is set by controls: 0 for no effect and ±100 for the full control effect; the screen sought activators but most active calls are inhibition curves; nearly all actives have a fitted effect of over 45% in size
Target sequence (P07954 whole entry, looked up): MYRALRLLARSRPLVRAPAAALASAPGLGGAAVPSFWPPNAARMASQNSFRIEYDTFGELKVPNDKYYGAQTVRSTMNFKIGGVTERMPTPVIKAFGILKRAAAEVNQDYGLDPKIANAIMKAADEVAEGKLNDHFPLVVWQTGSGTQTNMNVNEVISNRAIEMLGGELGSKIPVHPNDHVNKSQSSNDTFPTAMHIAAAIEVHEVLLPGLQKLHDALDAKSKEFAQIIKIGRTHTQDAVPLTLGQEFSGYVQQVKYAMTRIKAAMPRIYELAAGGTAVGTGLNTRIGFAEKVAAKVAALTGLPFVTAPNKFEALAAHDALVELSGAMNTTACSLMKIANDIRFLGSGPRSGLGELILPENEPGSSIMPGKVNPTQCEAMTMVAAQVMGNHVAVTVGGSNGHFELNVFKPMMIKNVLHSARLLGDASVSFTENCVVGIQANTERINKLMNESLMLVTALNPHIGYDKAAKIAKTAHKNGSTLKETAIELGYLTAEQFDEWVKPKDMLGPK
NTMT1 inhibitor = blocks human N-terminal methyltransferase 1 activity. Q9BV86. NTMT1 MTase-Glo SAH luminescence, purified enzyme. Potency, µM (doses to about 114 µM), inactives show at the highest dose activity change, negative = inhibition, usual class: inhibitors. hit rate 2.5% among 59,000;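 note: potency is the fitted concentration of half-maximal effect; plate controls were DMSO vehicle for no effect and no enzyme for full effect; nearly all actives have a fitted effect of over 65% in size; many of its hits are not listed in these tables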
The depositor's hits bear a star; ? = inconclusive; . = not tested or not shown; [ ] = remark or other dose. Calls come from the whole dose curve; as a rule, active = well fitted curve in the direction sought with a large enough effect; inconclusive = small, poorly fitted or top-dose-only effect, or another doubt; inactive = no such curve, though single readings can be large; an effect the other way counts as inactive or inconclusive. These rows are one share of the data. The share of hits here may be higher or lower than overall.

canonical_smiles | TSG101-PTAP inh | GALK inhibitor | B2AR arrestin ag | p53null 32C tox | p53null 39C kill | FH mod | NTMT1 inhibitor
Cc1ccc(NC(=O)CCC(=O)N2Cc3ccccc3Oc3ncccc32)cc1F | -6% | 1% | 0% | 13% | 1% | -4% | 13%
COc1ccccc1-c1cc(C(=O)N2CCCCC2C)no1 (stereo unspecified) | -7% | 1% | -2% | -6% | -18% | -15% | -1%
CCOc1cc2sc(N3CCC(C(=O)Nc4cc(C)cc(C)c4)CC3)nc2cc1Br | 1% | 4% | 0% | -5% | -6% | -16% | 1%
O=C(CCCn1c(=O)c2cccn2c2ccccc21)NCc1ccccc1Br | -2% | -9% | -1% | 5% | -11% | -17% | 11%
COc1ccc(CNC(=O)CCC2N=C3c4ccccc4N=C(SCc4cccc(F)c4)N3C2=O)cc1 (stereo unspecified) | 1% | 5% | -3% | 21% | 3% | -45% | 9%
Cc1ccc(-c2ccc(=O)n(CC(=O)Nc3cccc(C#N)c3)n2)cc1 | 2% | 3% | 0% | -7% | 12% | -10% | 3%
CC(C)Oc1ccc(-c2nc3c(C#N)c[nH]n3c2NC2CCCCC2)cc1 | 0% | -9% | -3% | -7% | -28% | -30% | 4%
CCc1ccc2occ(CC(=O)Nc3ccc(OC)c(Cl)c3)c2c1 | -1% | 1% | 1% | 52%[activator] | -14% | ? | 15%
Cc1cc(SCC(=O)Nc2ccc(C(F)(F)F)cc2)nc(=O)[nH]1 | 1% | 0% | -3% | -13% | ? | 3% | 9%
COc1ccc(-c2cc3nc(C)c(CCC(=O)Nc4cccc(C(F)(F)F)c4)c(C)n3n2)c(OC)c1 | -3% | 9% | 1% | 5% | 4% | -13% | 18%
CC1CCN(S(=O)(=O)c2ccc3c(c2)N(CC(=O)NCCCN2CCCC(C)C2)C(=O)CS3)CC1 (stereo unspecified) | 1% | 0% | -2% | 1% | 14% | -16% | ?
COc1ccc2oc(=O)c(-c3nnc(-c4ccc(C)cc4)o3)cc2c1 | -10% | -4% | 0% | 5% | -4% | -2% | 2%
COc1ccc(CN(C(=O)c2cc3ccccc3oc2=O)C2CCS(=O)(=O)C2)cc1 (stereo unspecified) | -1% | 6% | 1% | -4% | ? | 4% | 10%
Cn1ccc2cc(S(=O)(=O)N3CCCN(C(=O)Nc4ccccc4Br)CC3)ccc21 | 1% | 0% | -1% | 2% | -2% | -5% | -28%
CCOc1ccc(S(=O)(=O)Nc2cccc(-c3ccc(N4CCC(C)CC4)nn3)c2)cc1 | 0% | -2% | 1% | ? | ? | . | .
Cc1ccc(N2CC(c3nnc(Cc4ccc(F)cc4)o3)CC2=O)cc1 (stereo unspecified) | -3% | 2% | -1% | -2% | -8% | -8% | ?
Cc1ccc(CCNC(=O)Cn2nc(C)c3c(C)n(-c4ccc(C)cc4)nc3c2=O)cc1 | 0% | -4% | 2% | 6% | 14% | 1% | ?
O=C(CN1CCCN(Cc2ccc(Cl)cc2)S1(=O)=O)Nc1ccccc1F | 1% | 0% | 0% | 0% | 5% | -4% | 3%
COc1ccccc1CNS(=O)(=O)c1ccc2c(c1)CC(=O)N2C | 0% | 3% | 0% | -5% | -10% | -30% | 3%
CCc1ccc(NC(=O)C2CCN(c3nn4cc(-c5ccc(OC)cc5)nc4s3)CC2)cc1 | 1% | 3% | -1% | 0% | -7% | 3% | -2%
COc1ccc(CC(=O)NCc2ccc3c(c2)CCN3C(=O)c2cccc(C)c2)cc1 | 2% | 2% | -2% | 6% | -3% | -21% | -3%
COc1ccc(-c2c3c(=O)n(C)c(=O)n(C)c3c3c(-c4ccc(C)cc4)nc4ccccc4n23)cc1 | -3% | 0% | -2% | -2% | -9% | -16% | 11%
COC(=O)c1sccc1S(=O)(=O)N(CC(=O)NCc1ccc(C)cc1)c1ccccc1 | 3% | 2% | 2% | -4% | 0% | -1% | 6%
COc1ccc(Br)cc1CNC(=O)C1CCN(c2nnc(-n3cccc3CNc3ccc(C)cc3)s2)CC1 | 2% | -2% | 0% | 1% | -8% | -4% | 7%
CCn1c(=O)cc(OCC(=O)Nc2ccccc2Cl)c2ccccc21 | -4% | 1% | 4% | 8% | 5% | -12% | 2%
COc1cccc2c1Oc1ncccc1N(C(=O)CCC(=O)NCc1ccccc1Cl)C2 | -3% | -4% | 2% | -5% | -7% | ? | 11%
CCC(=O)N1CCc2cc(S(=O)(=O)NC(Cc3ccccc3)C(=O)NCc3ccc(F)cc3)ccc21 (stereo unspecified) | 2% | 1% | -2% | 6% | -3% | 6% | -2%
Cc1cc(=O)n(CC(=O)NCc2ccc(OC(C)C)cc2)c2c1c(C)nn2-c1cccc(F)c1 | 4% | 3% | -1% | -6% | -5% | 11% | 1%
Cc1cccc(C)c1NC(=O)CSc1nccn1C | -8% | 0% | 1% | 16% | -19% | 2% | 11%
Cc1ccc(CNC(=O)CN2CCCN(Cc3ccc(F)cc3)S2(=O)=O)cc1 | -4% | -2% | -1% | 1% | -10% | -24% | 1%
COc1cc(C(=O)N(CCCN(C)C)c2nc3c(OC)cccc3s2)cc(OC)c1OC | -11% | 3% | -1% | 1% | -19% | -27% | ?
CCOc1ccccc1NC(=O)C(C)n1nnc2sc3c(c2c1=O)CCCC3 (stereo unspecified) | 8% | -3% | 0% | -1% | 2% | ? | ?
Cc1cc(C)c2c(CC(=O)Nc3nnc(C(C)C)s3)coc2c1 | 2% | 1% | 6% | -4% | -1% | -5% | 8%
CC(C)(C)C1CCc2c(sc(NC(=O)c3ccc(Cl)cc3)c2C(=O)NCc2ccco2)C1 (stereo unspecified) | 0% | 3% | 1% | 0% | 15% | -13% | 4%
CCn1ccc2cc(S(=O)(=O)N3CCCN(C(=O)NCCOC)CC3)ccc21 | 0% | -3% | -1% | -5% | 4% | -4% | -6%
COc1ccc(-n2cc(C(=O)N(C)c3cc(C)ccc3OC)c3ccccc3c2=O)cc1 | -6% | -3% | 0% | -1% | 56%[activator] | -1% | 8%
O=C(NCc1ccc(F)cc1Cl)c1cc(=O)[nH]c2ccc(S(=O)(=O)N3CCCCC3)cc12 | -2% | 0% | -1% | -1% | 14% | 1% | 16%
Cc1cc(-c2ccc(C)c(S(=O)(=O)Nc3cccc(C)n3)c2)on1 | -7% | 1% | 2% | -12% | -8% | 3% | 12%
CCS(=O)(=O)c1nc(S(=O)(=O)c2ccc(C)cc2)c(NCC(C)C)s1 | 2% | 6% | -3% | 2% | 2% | -8% | 6%
Cc1ccc(-n2nnnc2CNC(=O)c2ccccc2C)cc1C | -4% | 0% | 1% | 9% | -4% | -6% | -1%
O=C(NCc1ccc(F)cc1)c1ccc2c(Cl)c3c(nc2c1)CCCC3 | 3% | 0% | -1% | -1% | -15% | -15% | 15%
CC1Cc2cc(S(=O)(=O)NCc3ccc(F)cc3)ccc2N1C(=O)C1CCC1 (stereo unspecified) | -3% | 0% | -1% | 14% | 1% | 5% | 15%
Fc1ccc(Nc2ncnc3onc(-c4ccc(Cl)cc4)c23)cc1Cl | 0% | -1% | 0% | 1% | -22% | -25% | ?
Cc1cccc(NS(=O)(=O)c2ccc3c(c2)CCN3C(=O)C2CCC2)c1 | 1% | 8% | 0% | 44%[activator] | -3% | -27% | 13%
C=Cc1ccc(CSc2nc(-c3ccccc3Cl)nc3c2Cc2c(CO)cnc(C)c2O3)cc1 | 0% | 6% | 1% | 1% | -11% | -26% | 11%
COc1ccc(-c2cc(C(=O)Nc3cccc(C(C)=O)c3)no2)cc1OC | 2% | 0% | -2% | 5% | -9% | . | .
Cc1ccccc1-n1nc(CO)c(C(=O)NCc2cccnc2)n1 | -1% | -5% | 2% | -2% | -28% | -5% | 13%
CCc1ccc(NC(=O)C2CCC(CNS(=O)(=O)c3cccs3)CC2)cc1 (stereo unspecified) | -2% | 2% | -2% | 0% | -14% | 5% | 14%
CC(=O)Nc1cccc(-c2nnc(SCC(=O)c3cc([N+](=O)[O-])ccc3Br)o2)c1 | -6% | -1% | 0% | -8% | ? | -28% | 13%
CCOc1ccc(NC(=O)CN2CCN(Cc3ccccc3)S2(=O)=O)cc1 | -3% | -3% | 1% | -2% | -8% | -6% | 4%
O=S(=O)(Nc1cccc(-c2ccc(N3CCCCC3)nn2)c1)c1cccc(F)c1 | -1% | 0% | 3% | ? | 10µM* | . | .
O=C(CCCCCn1c(=O)c2sccc2n(CC(=O)Nc2cc(C(F)(F)F)ccc2Cl)c1=O)NCc1ccccc1Cl | 1% | 3% | 1% | 23% | 4% | -8% | 14%
Cc1ccc(-c2nc3ccccc3[nH]2)cc1NC(=O)COc1ccc(Cl)cc1Cl | 0% | 0% | 1% | 22% | -17% | 5% | ?
Cc1nc2nc(C)c(CCC(=O)NCCc3ccccc3)c(C)n2n1 | -1% | 0% | 1% | 1% | 5% | -9% | ?
COC(=O)c1ccc(OCC2c3cc(OC)c(OC)cc3CCN2C(=O)Cc2ccccc2)cc1 (stereo unspecified) | -2% | -1% | 3% | -2% | 7% | -18% | 1%
Cc1cccc2c1-c1sc(C(=O)NCCc3ccc(Cl)cc3)cc1CO2 | 0% | -11% | 0% | 0% | ? | -4% | ?

(list continues)
canonical_smiles | TSG101-PTAP inh | GALK inhibitor | B2AR arrestin ag | p53null 32C tox | p53null 39C kill | FH mod | NTMT1 inhibitor
Cc1ccccc1-c1nc2cc(NC(=O)COc3ccc(F)cc3)ccc2o1 | 0% | 6% | -3% | -14% | -7% | 4% | ?
CC(C)Oc1ccc(CNC(=O)c2ccc3nc(C(C)C)oc3c2)cc1 | -1% | 4% | 2% | -2% | 12% | -3% | 3%
Cc1ccc(Cl)cc1NC(=O)CSc1nc2ccccc2nc1Cc1ccccc1 | -1% | 0% | -1% | 6% | -1% | 3% | 3%
CC(NC(=O)Cn1ccc2cc(S(=O)(=O)N3CCCCCC3)ccc21)c1ccccc1 (stereo unspecified) | 0% | -2% | -1% | -8% | 12% | -11% | 1%
COc1ccc(NC(=O)Nc2nnc(N3CCCCCC3)s2)cc1 | 0% | -1% | -3% | -3% | -13% | -12% | 0%
Cc1ccc2nc(-c3ccc(Cl)cc3)cc(C(=O)OCC(=O)c3ccccc3)c2c1 | -6% | 0% | 1% | -12% | -12% | 2% | 10%
CN1CC(=O)N(CC(=O)Nc2ccc(OC(F)(F)F)cc2)c2ccccc2C1=O | -1% | 1% | -3% | 3% | 9% | 5% | 6%
Cc1cc(NC(=O)Nc2nnc(N3CCCCC3)s2)ccc1Br | 0% | -10% | -2% | 0% | -5% | -4% | 6%
CCc1ccc2ncc3c(-c4ccc(C)cc4)nn(CC(=O)Nc4ccc(C)cc4)c3c2c1 | -1% | 1% | 4% | 10% | -7% | -9% | ?
